Screening results deposited in PubChem by National Center for Advancing Translational Sciences (NCATS).
ELG1 genotox – genotoxicity induction in ELG1-luciferase HEK293T cells; HEK293T ELG1-luciferase reporter, luminescence, 16 h; Potency, µM (top dose mostly 46 µM), inactives show top-dose activity change, positive = activation, actives largely listed as activators; hit rate 1.3% among 330,000; AID 504466; also: potency is read from the fitted curve at half-maximal effect; % of control where 0% means no effect; nearly all actives have a fitted effect of over 60% in size
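Genotoxic stress is detected as increased luminescence from luciferase-tagged ELG1 in HEK293T cells, measured with ONE-Glo after a 16 hr treatment at 37 °C.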
Eya2 phos inh – inhibitors of human Eya2 phosphatase activity. hit rate 0.006% among 330,000. Potency, µM (highest dose often 76.9 µM), without a hit: top-dose activity, negative = inhibition, usual class: inhibitors. recombinant Eya2, OMFP fluorescence dephosphorylation (OMFP is methylfluorescein phosphate); also: potency is read from the fitted curve at half-maximal effect; % is scaled to controls: 0 for no effect and ±100 for the full control effect
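Eya2 (0.2 uM) preincubated 10 min at ambient with compound, then OMFP substrate added at 50 uM; 10 min reaction in 50 mM HEPES pH 7.5, 50 mM NaCl, 5 uM MgCl2, 0.05% BSA, 1 mM DTT. Fluorescence read at Ex 485/Em 525 nm.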
a7 integrin act – integrin-mediated muscular dystrophy alleviation activation; alpha7betagal myoblasts, beta-gal FDG fluorescence, 48 h; Potency, µM (top dose mostly 38.3 µM), for the others: top-dose activation, usual class: activators; hit rate 0.064% among 350,000; AID 624291;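 also: potency is read from the fitted curve at half-maximal effect; 100% = response of the positive control SU9516; nearly all actives have a fitted effect of over 60% in size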
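Alpha7betagal+/- myoblasts (passage 13) were plated 16-24 hr, then exposed to compounds (1:260 dilution of DMSO stock) for 48 hours at 37C. After MPER lysis, β-galactosidase reporter activity was read as FDG fluorescence (ex 480/em 540) after 30 minutes.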
USP2a inh – inhibitors of human ubiquitin-specific protease USP2a. O75604. USP2 core, Ub-CHOP2 coupled fluorogenic reporter, 485/531. Potency, µM (highest dose often 38.3 µM), without a hit: at the highest dose activity change, negative = inhibition, usual class: inhibitors. hit rate 0.01% among 330,000;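 also: potency is read from the fitted curve at half-maximal effect; plate controls were DMSO wells for no effect and full inhibition by NEM control for full effect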
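Deubiquitinase activity read as fluorescence (485/531 nm) after Ub-CHOP2 cleavage activates the enterokinase reporter on its substrate; USP2 core 10nM, Ub-CHOP2 and substrate 25nM each, 30min compound preincubation then 60min RT; data normalized to NEM, curves fitted.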
TSG101-PTAP inh – blocks PTAP/TSG101 interaction to inhibit HIV-1 budding; Q99816; Fluorescence polarization, FITC-PTAP peptide / Tsg101 binding; Potency, µM (highest dose often 115 µM), for inactives: at the highest dose activity change, negative = inhibition, actives largely listed as inhibitors; 340,000 tested, under 10 active; active = well fitted inhibition curve with a large enough effect in the main read-out, with a control signal flat, not every such curve was filed as active; inconclusive = small, poorly fitted or top-dose-only effect, or effect the other way, or a change in a side signal; inactive = no such curve, though single readings can be large or run the other way; also: potency is read from the fitted curve at half-maximal effect; % of control where 0% means no effect
Target sequence (Q99816 whole entry, looked up): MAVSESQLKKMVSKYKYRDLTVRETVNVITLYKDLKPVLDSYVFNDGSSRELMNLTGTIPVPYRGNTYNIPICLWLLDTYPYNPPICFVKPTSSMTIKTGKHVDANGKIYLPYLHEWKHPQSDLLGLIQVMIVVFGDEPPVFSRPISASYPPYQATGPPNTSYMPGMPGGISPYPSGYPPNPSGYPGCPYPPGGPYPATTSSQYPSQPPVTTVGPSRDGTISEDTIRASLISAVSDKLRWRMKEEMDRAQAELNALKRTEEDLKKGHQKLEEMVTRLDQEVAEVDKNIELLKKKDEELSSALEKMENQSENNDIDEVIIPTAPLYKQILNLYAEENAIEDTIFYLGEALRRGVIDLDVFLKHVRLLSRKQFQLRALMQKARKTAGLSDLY
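Fluorescence anisotropy tracks displacement of a FITC-tagged PTAP peptide (50 nM) from the Tsg101 binding domain (10 uM), following a 20 min room-temperature incubation at pH 7.5.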
BRCA1 expr act – BRCA1 expression activation. Potency, µM (titrated, usually from 46.1 µM), without a hit: at the top dose activation, actives largely listed as activators. MCF7-BRCA1-FFLuc reporter, luminescence, 48 h; response scale: scaled: vehicle 0%, 10 µM genistein 100%. hit rate 1.1% among 380,000; also: potency is read from the fitted curve at half-maximal effect; nearly all actives have a fitted effect of over 80% in size; some results filed as inactive show a strong effect at the top dose
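Compounds are tested at multiple concentrations on MCF7 BRCA1-luciferase reporter cells seeded at 2000 per well; after 48 h, a single luminescence end-point is taken and curves fitted to the normalized data.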
p53 reactivator – restores transcriptional activity of mutant p53; H1299 p53-A138V BP100-luciferase reporter, luminescence, 24 h; hit rate 0.063% among 320,000; Potency, µM (series often up to 92.2 µM), for the others: top-dose activity change, positive = activation, actives largely listed as activators; AID 504706; also: potency is read from the fitted curve at half-maximal effect; % of control where 0% means no effect; nearly all actives have a fitted effect of over 45% in size
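H1299 (p53-null), stable ts p53-A138V + BP100-Luc; 1000 cells/well, Opti-MEM/10% FBS; cpd 4 pt, 1:5; 24 h, 37 deg C, 5% CO2; detection reagent 10 min RT; luminescence.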
ASM inhibitor – human S-ASM enzyme inhibition; AID 504937; placental ASM, HMU-PC fluorogenic substrate, 60 min; Potency, µM (titrated, usually from 57.5 µM), without a hit: at the highest dose activity change, negative = inhibition, most hits filed as inhibitors; hit rate 0.006% among 340,000; also: potency is read from the fitted curve at half-maximal effect
Target sequence (P17405 47-631 limits assumed): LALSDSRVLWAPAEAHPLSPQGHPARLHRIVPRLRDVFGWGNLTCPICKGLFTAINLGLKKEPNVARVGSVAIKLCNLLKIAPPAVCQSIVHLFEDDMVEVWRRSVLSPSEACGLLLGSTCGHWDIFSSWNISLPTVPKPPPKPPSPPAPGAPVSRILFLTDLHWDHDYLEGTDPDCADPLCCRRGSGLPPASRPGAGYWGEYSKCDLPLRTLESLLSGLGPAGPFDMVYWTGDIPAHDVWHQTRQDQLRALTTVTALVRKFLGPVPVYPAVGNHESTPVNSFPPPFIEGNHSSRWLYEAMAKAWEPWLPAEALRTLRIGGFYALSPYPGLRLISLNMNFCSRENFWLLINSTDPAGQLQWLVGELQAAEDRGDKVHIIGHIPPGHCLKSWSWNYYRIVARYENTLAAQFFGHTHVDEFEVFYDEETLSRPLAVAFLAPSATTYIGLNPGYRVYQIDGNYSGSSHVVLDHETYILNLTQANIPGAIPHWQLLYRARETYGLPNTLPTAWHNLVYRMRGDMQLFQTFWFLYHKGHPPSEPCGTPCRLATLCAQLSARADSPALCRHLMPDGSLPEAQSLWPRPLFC
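Fluorescence read-out (Ex 386 nm, Em 447 nm) after stopping the reaction at pH 10. Enzyme: ASM from human placenta; substrate HMU-PC0, 9 uM final; 60 min, 37 °C. Compound preincubation 10 min, ambient temperature.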
B2AR arrestin – recruits beta-arrestin to the human beta2-adrenergic receptor; beta-arrestin recruitment to beta2AR, cell-based reporter; Potency, µM (top dose mostly 46.1 µM), without a hit: at the highest dose activation, actives largely listed as activators; AID 492947; hit rate 0.02% among 330,000; P07550;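 also: potency is read from the fitted curve at half-maximal effect; 0% = DMSO controls and full agonism = EC100 isoproterenol or metaproterenol; nearly all actives have a fitted effect of over 65% in size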
TRPV1 agonist – human TRPV1 agonism; TRPV1-expressing cells, Fluo-8 calcium influx, agonist mode; hit rate 0.19% among 320,000; activation, % at 8.33 µM; in the data active = activation above about 80%; inconclusive = between about 30% and that limit; also: 0% is about no effect
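TRPV1-expressing cells were cultured overnight at 35.5C and loaded with Fluo-8 calcium dye for 40 to 90 min at room temperature. After a 10 s baseline, compound was added and calcium influx was read kinetically for 3 min (ex 480/em 520 nm).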
uPA surface inh – blocks generation of uPA at the cell surface. cell surface uPA generation assay, qHTS. Potency, µM (titrated, usually from 38.3 µM), without a hit: at the highest dose activity change, negative = inhibition, usual class: inhibitors. hit rate 0.31% among 330,000. AID 540303; active = well fitted inhibition curve with a large enough effect; inconclusive = small, poorly fitted or top-dose-only effect; inactive = no such curve, though single readings can be large or run the other way; tested in mouse RAW 264.7 cells; also: potency is read from the fitted curve at half-maximal effect; % is scaled to controls: 0 for no effect and ±100 for the full control effect; nearly all actives have a fitted effect of over 55% in size
* marks the source's active call; other numbers are inactive results; ? = inconclusive; . = not tested or not shown; & = joins results of further samples; [ ] = remark or other dose. Unless noted, calls follow the shape of the dose curve; as a rule, active = well fitted curve in the direction sought with a large enough effect; inconclusive = small, poorly fitted or top-dose-only effect, or another doubt; inactive = no such curve, though single readings can be large; an effect the other way counts as inactive or inconclusive.

Compound	ELG1 genotox	Eya2 phos inh	a7 integrin act	USP2a inh	TSG101-PTAP inh	BRCA1 expr act	p53 reactivator	ASM inhibitor	B2AR arrestin	TRPV1 agonist	uPA surface inh
Cc1ccc(C(C)NC(=O)c2cc3ccccc3oc2=O)cc1C (stereo not given)	-3.1%	3.9%	0.0%	0.5%	-7.6%	0.0%	.	-6.7%	0.2%	26.9	-3.0%
NC(=O)c1c(NC(=O)c2cccc(N3C(=O)CCC3=O)c2)sc2c1CCCCC2	15.1%	3.4%	22.0%	2.5%	0.7%	-33.7%	22.7%	0.3%	0.5%	0.5	-8.8%
O=C1CCC(N2C(=O)c3ccccc3C2=O)C(=O)N1 (stereo not given)	1.1%	-3.1%&3.1%	.	1.9%	1.7%	-2.2%	0.1%	-4.7%	0.0%	4.1	19.1%
N#C/C(=C\c1ccco1)C(=O)Nc1cccc2ncccc12	-0.6%	-12.8%	21.3%	5.4%	-7.8%	-19.1%	-15.7%	1.9%	2.8%	2.7	0.6%
O=C(N/N=C/C(Br)=C/c1ccccc1)c1cc(-c2ccco2)[nH]n1	-2.7%	-10.7%	-43.6%[inhibitor]	0.5%	1.2%	-63.1%	10.4%	-3.7%	3.1%	-1.5	-29.8%
CCC(C)NC(=O)C1CCN(S(=O)(=O)N2CCC3(CC2)OCCO3)CC1 (stereo not given)	5.0%	6.6%	0.5%	2.9%	-2.8%	14.3%	1.7%	1.3%	12.0%	-13.0	-9.6%
CCOc1cc(/C=C2\SC(=S)N(C(C(=O)O)c3ccccc3)C2=O)ccc1O (stereo not given)	-2.5%	?	-27.4%	5.6%	-6.1%	-0.6%	2.8%	1.6%	0.8%	-3.3	4.3%
CC1CC(C)CN(C(=O)COC(=O)c2ccc([N+](=O)[O-])o2)C1 (stereo not given)	-0.1%	-5.0%	-40.9%	-4.0%	0.8%	8.5%	?	2.7%	-0.1%	-0.2	-28.1%
Cc1ccc(-c2noc(C3CCN(C(=O)Nc4ccc(C#N)cc4)CC3)n2)o1	-8.6%	3.5%	-13.5%	4.8%	-4.0%	-56.8%	5.6%	-3.4%	-0.1%	?	.
COC(=O)c1ccc(C2/C(=C(/O)c3ccc(OC(C)C)cc3)C(=O)C(=O)N2c2cc(C)on2)cc1 (stereo not given)	0.8%	10.6%	27.5%	2.8%	-5.5%	-19.2%	-9.3%	-2.2%	0.4%	4.5	-4.4%
COc1ccc([N+](=O)[O-])cc1N(CC(=O)NCCSc1ccc(C)cc1)S(C)(=O)=O	-1.6%	0.0%	-5.4%	4.0%	-0.5%	0.0%	-3.2%	-5.6%	-0.9%	-0.1	1.1%
CCC(CC)c1nnc(NC(=O)C2CC(=O)N(C3CCCC3)C2)s1 (stereo not given)	1.1%	2.0%	8.9%	3.3%	1.0%	0.6%	-4.3%	-5.5%	-0.5%	-0.9	0.6%
CCOC(=O)c1c(NC(=O)CS(=O)(=O)c2cn(CC)c3ccccc23)sc2c1CCCC2	-3.3%	-2.0%	0.0%	3.3%	-1.0%	-33.9%	-6.5%	-3.2%	-1.0%	3.2	15.2%
CC(NC(=O)c1cccc(N2CCCC2=O)c1)c1ccc2c(c1)OCCO2 (stereo not given)	0.0%	-8.0%	-14.3%	-2.2%	-5.3%	14.2%	-6.4%	2.4%	0.4%	1.5	4.3%
N#Cc1ccc(CSc2nnc(-c3ccncc3)o2)cc1	-7.5%	-7.6%	?	1.4%	-0.1%	18.7%	-0.5%	-1.8%	0.0%	-3.0	0.7%
COc1ccc(-c2cc(C)no2)cc1S(=O)(=O)NCCCN1CCN(c2ccccc2)CC1	-8.0%	-3.4%	-13.2%	-1.2%	5.7%	-20.1%	22.5%	-1.1%	0.2%	5.6	-6.2%
CN1C(=O)CC(N2CCN(CC(N)=O)CC2)C1=O (stereo not given)	-1.7%	17.0%	2.3%	0.2%	-4.4%	-0.1%	7.1%	2.2%	-0.3%	-2.0	4.8%
COc1ccc(C(=O)Nc2nnc(Cc3ccc(OC)c(OC)c3)s2)cc1	0.9%	5.2%	-8.3%	-1.3%	-1.1%	0.5%	?	6.0%	0.3%	5.2	-1.3%
NC(=NC1CCCCC1)NS(=O)(=O)c1ccccc1	-2.2%	-0.9%	-15.9%	2.3%	-2.8%	-15.8%	-1.6%	4.4%	-1.0%	-3.1	7.0%
O=C(O)CCn1cc(/C=C/C(=O)c2ccc(Cl)cc2)c(-c2cccc(Br)c2)n1	-2.8%	10.9%	-54.3%[inhibitor]	2.1%	-5.2%	-74.2%	-6.6%	-5.6%	-0.8%	5.9	-6.4%

Next part
Compound	ELG1 genotox	Eya2 phos inh	a7 integrin act	USP2a inh	TSG101-PTAP inh	BRCA1 expr act	p53 reactivator	ASM inhibitor	B2AR arrestin	TRPV1 agonist	uPA surface inh
Cn1c(=O)c2c(ncn2CC(=O)OCC(=O)Nc2ccccc2Cl)n(C)c1=O	-1.8%	-10.0%	13.0%	1.5%	-0.6%	-5.0%	9.5%	3.9%	-0.2%	-0.3	-1.6%
O=C(NCCCNC(=O)c1ccccn1)c1ccc(Cl)cc1	7.9%	-4.1%	1.0%	0.0%	0.1%	-4.2%	-5.1%	-0.9%	0.4%	-0.9	-0.3%
O=C(N/N=C1\SCC(=O)N1CCc1ccccc1)c1cccs1	0.5%	-1.9%	9.4%	-0.8%	-5.3%	7.6%	-5.8%	1.5%	0.1%	0.9	-6.5%
CCOc1ccc(-c2cc3cc(OC)c(OC)cc3c(C)n2)cc1	25.5%	11.7%	26.7%	-0.6%	-1.1%	1.8%	-2.6%	-2.5%	0.2%	3.5	5.3%
CCC(=O)Nc1ccc(N2CCN(C(=O)c3ccccc3C)CC2)cc1	2.4%	-10.6%	17.1%	-8.8%	-6.5%	-27.1%	-4.8%	-1.4%	-0.3%	-1.2	.
Cc1nc(-c2ccc(NC(=O)Cc3ccccc3)cc2)cs1	8.2%	15.0%	39.6%	0.1%	-1.1%	8.91µM*	25.2%	-1.4%	0.1%	-7.1	2.7%
CCn1c(CN2CCCCC2)nc2cc(S(=O)(=O)N3CCCCC3)ccc21	-2.9%	-20.7%	8.1%	-1.1%	-1.4%	-8.1%	-4.6%	0.2%	-0.1%	?	-21.8%
Cc1c(NC(=O)COC(=O)/C=C/c2cccc(Cl)c2)c(=O)n(-c2ccccc2)n1C	0.6%	1.1%	-27.7%	-1.3%	-3.0%	2.9%	-4.4%	0.3%	-0.6%	0.0	5.5%
O=c1nc(C(F)(F)F)nc2ccccn12	-2.6%	-29.0%	9.0%	1.5%	-4.8%	5.2%	24.4%	3.2%	-0.1%	-17.9	.
O=C(NC1CCCC1)C(c1ccccc1)N(Cc1cccnc1)C(=O)Cc1cccs1 (stereo not given)	-3.0%	-2.2%	1.4%	0.3%	0.5%	-30.4%	-2.2%	-4.3%	0.2%	6.2	-2.8%
NC(=O)C1CCN(CC(O)CSc2ccc(F)cc2)CC1 (stereo not given)	-3.7%	12.7%	?	3.7%	-1.2%	-2.7%	-3.2%	-0.2%	0.0%	-1.4	2.4%
CC(=O)Nc1ccc(NC(=O)C(=O)NCC(c2ccco2)N2CCc3ccccc32)cc1 (stereo not given)	6.8%	17.6%	?	0.0%	0.3%	-55.5%	-12.8%	-5.3%	2.7%	-1.2	?
Cc1nc(N)sc1C(=O)N/N=C/c1ccccc1[N+](=O)[O-]	15.1%	13.1%	.	-0.5%	.	.	5.5%	.	0.1%	-2.8	.
CCC1(COC(=O)Nc2cccc(Cl)c2)COC1	8.2%	-0.9%	-6.3%	1.6%	-4.1%	41.6%	8.5%	-1.3%	-0.2%	4.9	4.0%
COc1ccc(C(=O)N2CCCC(C(=O)N3CCCCCC3)C2)cc1 (stereo not given)	4.6%	16.5%	-1.8%	6.0%	-5.1%	6.4%	-1.5%	-0.1%	-0.1%	1.9	-1.4%
